# Compound activity: PubChem BioAssay, National Center for Advancing Translational Sciences (NCATS)
# JMJD2A Tudor: blocks the human JMJD2A Tudor domain. 4.4% of 390,000 active. AID 504339. AlphaScreen JMJD2A-Tudor / H3K4me3 peptide binding. Potency, µM (top dose mostly 114 µM), for the others: at the top dose activity change, negative = inhibition, usual class: inhibitors; further: on the % scale 0 is the no-effect control and ±100 the full control effect; nearly all actives have a fitted effect of over 50% in size
# RGS4 inh: human RGS4 inhibition; Potency, µM (series often up to 114 µM), for inactives: top-dose activity change, negative = inhibition, actives largely listed as inhibitors; P49798; Transcreener GDP fluorescence polarization, RGS4-accelerated GTP hydrolysis; 0.039% of 390,000 active; further: on the % scale 0 is the no-effect control and ±100 the full control effect; nearly all actives have a fitted effect of over 75% in size; some results filed as inactive show a strong effect at the top dose
# Target sequence (P49798 whole entry, looked up): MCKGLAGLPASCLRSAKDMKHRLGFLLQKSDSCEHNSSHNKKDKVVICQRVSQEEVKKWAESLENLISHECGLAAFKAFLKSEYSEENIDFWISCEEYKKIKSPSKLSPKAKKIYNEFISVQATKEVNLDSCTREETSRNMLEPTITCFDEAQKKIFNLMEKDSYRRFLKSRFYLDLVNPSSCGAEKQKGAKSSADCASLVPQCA
#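 MLSMR compounds (23 nl, pin-transferred) preincubated 10 min at room temperature with a 500nM (2x) first reagent, then RGS4 at 900nM (2x) plus Transcreener GDP mix added; fluorescence polarization (620/688 nm) read before and after 90 min at 30 °C.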
# GLS inh: inhibitors of human glutaminase (GLS) | O94925 | GLS enzymatic activity, qHTS titration | Potency, µM (series often up to 45.5 µM), for inactives: top-dose activity change, negative = inhibition, hits mostly inhibitors | 0.21% of 410,000 active; further: on the % scale 0 is the no-effect control and ±100 the full control effect
#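 Coupled fluorescence readout: glutamate oxidase/HRP/Amplex Red detect glutamate formed by hKGA from L-glutamine (1 mM solution added). Buffer 45 mM KH2PO4 pH 8.2, 0.02% Tween-20; reads at t0 and 30 min RT.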
# ERG-DNA inh: blocks human ERG Ets domain binding to DNA. P11308. fluorescence polarization, His-ERG Ets domain / labelled DNA. Potency, µM (series often up to 76.9 µM), inactives show at the top dose FP activity, negative = inhibition, usual class: inhibitors. 0.028% of 370,000 active. AID 624246; active means well fitted inhibition curve with a large enough effect in the polarisation, with a control signal flat; inconclusive means small, poorly fitted or top-dose-only effect, or effect the other way, or a change in a side signal; inactive means no such curve, though single readings can be large or run the other way; the % refers to the polarisation;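 further: polarization taken with two DNA probes labelled with fluorescein and Texas red; % of control where 0% means no effect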
#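 His-tagged ERG Ets domain (1 uM in the protein solution; 300mM KCl, 50mM Tris-HCl, 1mM EDTA, 1mM DTT, pH 7.5) received compound, then a probe mix of 5 nM fluorescein-DNA and 100nM Texas-615-DNA. Fluorescence polarization was read for both dyes.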
# Pin1 inh: human Pin1 inhibition; 0.009% of 390,000 active; AID 504891; Pin1 FP peptide displacement, HiFluor488, 10 min; Q13526; Potency, µM (top dose mostly 115 µM), without a hit: at the highest dose activity, negative = inhibition, usual class: inhibitors; active means well fitted inhibition curve with a large enough effect in the polarisation, with a control signal flat, not every such curve was filed as active; inconclusive means small, poorly fitted or top-dose-only effect, or effect the other way, or a change in a side signal; inactive means no such curve, though single readings can be large or run the other way; the % refers to the polarisation; further: on the % scale 0 is the no-effect control and ±100 the full control effect
# HP1b binding inh: inhibitors of HP1-beta chromodomain binding to methylated histone tails. AlphaScreen HP1-beta / biotin-H3K9me3 peptide binding. Potency, µM (titrated, usually from 114 µM), for the others: at the highest dose activity change, negative = inhibition, most hits filed as inhibitors. 0.56% of 390,000 active. AID 540317; further: nearly all actives have a fitted effect of over 70% in size; inactives centre near 23
# Target sequence (P83916 whole entry, looked up): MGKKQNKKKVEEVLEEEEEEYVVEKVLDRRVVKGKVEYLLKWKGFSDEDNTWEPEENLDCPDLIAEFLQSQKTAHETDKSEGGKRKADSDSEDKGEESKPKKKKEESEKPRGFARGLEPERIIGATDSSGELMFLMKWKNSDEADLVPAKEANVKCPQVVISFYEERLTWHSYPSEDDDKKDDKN
#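 HP1-beta protein (50 nM final) preincubated 30 min at room temperature with biotinylated H3(1-18)K9me3 peptide (50 nM) in PBS pH 7.4, 0.01% Tween-20, then compound added for 30 min. AlphaScreen streptavidin donor/nickel chelate acceptor beads (10 ug/mL final), 30 min dark, luminescence read.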
# TrxR1 inh: inhibitors of rat thioredoxin reductase 1; O89049; recombinant rTrxR1, NADPH fluorescence consumption, selenite substrate; Potency, µM (highest dose often 114 µM), for inactives: top-dose activity change, negative = inhibition, most hits filed as inhibitors; 1% of 390,000 active; AID 588453; further: on the % scale 0 is the no-effect control and ±100 the full control effect; nearly all actives have a fitted effect of over 65% in size
# Target sequence (O89049 whole entry, looked up): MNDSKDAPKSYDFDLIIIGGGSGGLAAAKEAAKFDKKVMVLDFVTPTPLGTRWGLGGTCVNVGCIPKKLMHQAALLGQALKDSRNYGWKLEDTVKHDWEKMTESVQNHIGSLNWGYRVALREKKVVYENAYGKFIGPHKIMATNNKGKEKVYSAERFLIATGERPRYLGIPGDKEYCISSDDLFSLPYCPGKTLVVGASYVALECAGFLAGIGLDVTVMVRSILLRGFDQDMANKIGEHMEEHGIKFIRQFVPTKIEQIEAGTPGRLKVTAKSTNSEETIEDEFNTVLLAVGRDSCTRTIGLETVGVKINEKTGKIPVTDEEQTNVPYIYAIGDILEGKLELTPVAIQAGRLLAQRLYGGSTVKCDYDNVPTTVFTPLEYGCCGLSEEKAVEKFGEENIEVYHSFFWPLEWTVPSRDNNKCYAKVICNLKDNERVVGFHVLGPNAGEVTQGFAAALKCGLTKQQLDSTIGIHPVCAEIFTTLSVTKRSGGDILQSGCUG
#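 Rat TrxR1 (90 nM in the dispensed reagent) was pre-reduced with 400 uM NADPH for 5 min at room temperature, then incubated with compound for 15 min. After 400 uM selenite was added, NADPH fluorescence (Ex 340/Em 450 nm) was followed for 8 min.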
# 12-LOX inh: ALOX12 (human) lipoxygenase inhibition. purified 12hLO, xylenol orange hydroperoxide absorbance. 1.1% of 580,000 active. Potency, µM (series often up to 108 µM), inactives show at the highest dose activity change, negative = inhibition, usual class: inhibitors. AID 1671190. P18054; further: on the % scale 0 is the no-effect control and ±100 the full control effect
#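 Hydroperoxide product was detected by ferrous iron/xylenol orange as the 573 to 405 nm absorbance ratio. Arachidonic acid at 40 uM (final) was turned over for 30 min at room temperature by 150 nM human 12hLO, pH 7.0 Hepes buffer, after 15 min compound preincubation.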
# PGK inhibitor: T. brucei PGK inhibition; PGK/GAPDH coupled, Kinase-Glo luminescence, 60 min; P07378; 0.043% of 380,000 active; Potency, µM (highest dose often 57.5 µM), for inactives: at the highest dose activity change, negative = inhibition, most hits filed as inhibitors; further: on the % scale 0 is the no-effect control and ±100 the full control effect; nearly all actives have a fitted effect of over 60% in size
#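 Luminescent ATP detection (Kinase-Glo Plus) follows a 60-minute room-temperature incubation, with wells lacking PGK as controls. Buffer: 100 mM TEA (pH 7.6), 5 mM MgCl2, 0.01% Tween-20. Coupling enzyme GAPDH (100 nM final) supplies unstable 1,3-BPG in-well.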
# An asterisk follows results filed as active; i = inactive; ? = inconclusive; nt = not tested or not shown; & = joins results of further samples; [ ] = another dose, or the depositor's remark. Unless noted, the call rests on the fitted dose curve; in most records, active means well fitted curve in the direction sought with a large enough effect; inconclusive means small, poorly fitted or top-dose-only effect, or another doubt; inactive means no such curve, though single readings can be large; an effect the other way counts as inactive or inconclusive. Potency means the concentration at half of the fitted maximal effect. An excerpt, so the mix of outcomes need not match the whole.
Molecule	JMJD2A Tudor	RGS4 inh	GLS inh	ERG-DNA inh	Pin1 inh	HP1b binding inh	TrxR1 inh	12-LOX inh	PGK inhibitor
CCN(CC)CCC(c1cc(OC)c(OC)c(OC)c1)c1c(O)cc(OC)cc1OC (configuration not stated)	-21%&-21%	20%&23%	20%	9%	?	7%&20%	-17%&11%	0%	4%
NC(=O)c1ccccc1NC(=O)c1ccccc1Cl	2%	-17%	-3%	14%	-3%	5%	7%	10%	-1%
CC(C)CNC(=O)CSc1nc2scc(-c3ccccc3)c2c(=O)[nH]1	-17%	-10%	-2%	7%	35%[activator]	18%	-31%	?	-7%
O=C(CSc1nnc(-c2ccccn2)n1Cc1ccccc1)NC1CCCC1	-2%	4%	18%	-7%	2%	27%	29%	?	-3%
COc1ccccc1C(=O)NCC(=O)N/N=C/c1ccc([N+](=O)[O-])cc1	-18%	10%[11.4 µM]	3%	-10%	13%	49%[activator]	13%	1%	-15%
OCC1(CO)COC(CCc2ccccc2)=N1	14%	-13%	0%	-2%	6%	37%[activator]	18%	10%	-6%
COC(=O)N/N=C1\CCCc2ccccc21	-4%[57.1 µM]	7%	-3%	2%	5%	61%[activator]	5%	-19%	-3%
Cc1ccc(Cn2ccn(CC(=O)Nc3ccccc3C(F)(F)F)c(=O)c2=O)cc1	-20%	-19%	1%	-1%	15%	33%	6%	-20%	-13%
Cc1ccc(-c2csc(NC(=O)c3ccno3)n2)cc1	79µM*	-11%	7%	2%	18%	24%	-35%	-16%	-1%
CCOc1ccc(CNC(=O)Cn2c(=O)c3cccn3c3ccc(F)cc32)cc1OC	-26%	0%	-9%	2%	-4%	-7%	4%	-19%	1%
O=C(NCC1CCCO1)C1CC(=O)N(c2ccc(Cl)cc2)C1 (configuration not stated)	2%	-1%	-4%	?	3%	29%	26%	-4%	-3%
O=C(Cn1c(-c2ccccn2)nc2ccccc21)NCCN1CCOCC1	-22%	-15%	0%	4%	-10%	51%[activator]	1%	25%	-1%
CC(C)(C)C(=O)Nc1ccccc1C(=O)OCC(=O)c1ccc2c(c1)OCCO2	-7%	-16%	-2%	4%	-2%	39%[activator]	16%[57.1 µM]	-12%	i
CCc1nn(CC(=O)NCCCc2ccccc2)c(=O)c2cc3ccccc3n12	-33%	15%	-3%	-11%	-1%	1%	35%[activator]	5%	-1%
Cc1ccc(C)c(NC(=O)CN(C)C(C)C(=O)N2CCCC2)c1 (configuration not stated)	-3%	14%	-7%	0%	2%	0%	0%	-15%	6%
CS(=O)(=O)N1CCc2cc(C(=O)N3CCCC3)ccc21	-7%	-27%	-14%	21%	1%	45%[activator]	-5%	1%	-1%
Cc1cccc(NC(=O)CN(c2ccc(F)cc2)S(C)(=O)=O)c1	-6%	10%	5%	12%	-4%	25%	15%	-4%	2%
Cc1cccc(NS(=O)(=O)c2ccc(C)c(C(=O)NCc3cccnc3)c2)c1	-10%	16%	5%	5%	-3%	20%	6%	-2%	6%
CC(=O)c1c(C)[nH]c(C(=O)OCC(=O)Nc2cc(C)on2)c1C	-15%[57.1 µM]	3%[56.9 µM]	4%	0%	7%	14%	13%	-23%	-5%
CC(=O)c1ccc(NC(=O)CSc2nnc3c(n2)[nH]c2ccccc23)cc1	-22%	?	-10%	-3%	114%[activator]	41%[activator]	-21%	-11%	9%
COc1ccccc1S(=O)(=O)Nc1ccc(-c2nnc3n2CCCCC3)cc1	-5%	-39%	-7%	-11%	-1%	33%[activator]	-3%	?	-5%
COc1ccc(C(=O)Nc2ccccc2-c2nnn(CC(=O)N3CCOCC3)n2)cc1	-8%	24%[11.4 µM]	7%	0%	5%	-9%	11%	-1%	-5%
Cc1ccc(OCCOC(=O)c2cc(S(=O)(=O)N3CCCCC3)ccc2N2CCOCC2)cc1	-10%	-19%	4%	-6%	4%	31%	10%	-2%	i
O=C(CCN1C(=O)c2ccccc2S1(=O)=O)Nc1ccc(F)cc1F	-7%	7%	4%	-1%	-8%	23%	-1%	5%	2%
COc1cc(-n2c(=O)c3ccccc3n(Cc3cccc(Cl)c3)c2=O)cc(OC)c1OC	-17%	14%	5%	0%	3%	4%	-2%	-10%	5%
CCn1cc([N+](=O)[O-])c(C(=O)N2N=C(c3cccc4ccccc34)CC2c2ccccc2O)n1 (configuration not stated)	?	34%	-2%	-12%	2%	-8%	3%	-29%[57.4 µM]	10%
O=C(Cn1ccc2ccccc2c1=O)NCCC(=O)Nc1ccc2c(c1)OCCO2	-5%	-17%	8%	-5%	-2%	24%	6%	-13%	11%
CN1CCN(C(=O)C2CCN(c3ncc(C(F)(F)F)cc3Cl)CC2)CC1	-10%	10%	0%	-1%	-9%	23%	14%[11.4 µM]	-2%	-3%
CC(C)C(=O)Nc1nc2c(c(=O)[nH]1)CCCC2	-11%	18%	14%	-9%	0%	10%[57 µM]	18%	-2%	i
COc1ccc(/C=C(\C#N)C(=O)N2CCOCC2)cc1Br	-7%	-4%	17%	11%	-4%	8%	?	-12%	4%
COc1cc(/C=N/O)cc(Br)c1OCc1cccc(Cl)c1	45%[activator]	-13%	12%	-10%	6%	70%[activator]	10%	?	-23%
CCc1sc(N)nc1-c1ccccc1	-36%	-10%	19%	2%	1%	-10%	11%	-13%	5%
Cc1cc(NC(=O)C(C)SCC(=O)OCc2ccc([N+](=O)[O-])cc2)no1 (configuration not stated)	-15%	-7%	2%	0%	-5%	11%	7%	-15%	-6%
O=C(NNC(=O)c1cccs1)c1ccc(Br)o1	-13%	-8%	21%	-8%	2%	31%	-23%	-13%	0%
Clc1cccc(C2CCN(Cc3nc(CC4CC4)no3)C2)c1 (configuration not stated)	-34%	1%	0%	7%	2%	40%[activator]	-16%	-2%	-10%
Oc1c(Cl)cc(Cl)cc1C=Nc1ccc(Br)cc1	-26%	0%	-20%	0%	?	9%	?	367%[activator]	-9%
Cc1ccc(C)c(CN2CCC(CNC(=O)Nc3ccc(Cl)cc3)CC2)c1	-12%	-3%	?	4%	4%	34%	15%	-34%	-4%
Cc1cc([N+](=O)[O-])nn1CC(=O)Nc1nc2ccccc2s1	-22%	28%	4%	2%	-5%	27%	27%	-11%	-1%
CCOc1ccc2nc(-c3cc(NC(C)=O)ccc3O)sc2c1	-1%	10%	-4%	-12%	43%[activator]	55%[activator]	23%	-6%	nt
Cc1c(C(=O)Nc2nccs2)sc2nc(-c3cccs3)cc(C(F)(F)F)c12	6%	-33%	2%	-8%	17%	50%[activator]	8%	-13%	0%
O=C(CCc1ccccc1)Nc1ccnn1C1CCN(Cc2ncc[nH]2)CC1	-15%	12%	-2%	2%	3%	42%[activator]	6%	17%	2%
Cc1cc(C)nc(Nc2ccccc2Br)n1	11%	-4%	3%	-2%	-8%	50%[activator]	-15%	2%	3%
Cc1ccc(N(C)S(=O)(=O)c2ccc3c(c2)CC(C)N3C(=O)C2CC2)cc1 (configuration not stated)	1%	12%	9%	-11%	?	29%	16%	-7%	-2%
O=C(c1ccc(Br)cc1)N1CCN(c2ncccn2)CC1	-9%	12%	-3%	0%	-5%	24%	26%	?	2%
CC(=O)Nc1ccc(S(=O)(=O)Nc2ccc(F)c([N+](=O)[O-])c2)cc1	-11%	28%	3%	-7%	-3%	13%	3%[57.1 µM]	-14%	-5%
CC(C)C(NS(=O)(=O)c1cccs1)C(=O)N(C)Cc1ccccc1 (configuration not stated)	-2%	10%	10%	nt	-4%	11%	19%	20%	-9%
COc1ccc2cc(C#N)c(Cl)nc2c1	0%	13%	0%	-10%	0%	15%	12%	2%	1%
Cc1cc(C(=O)CSc2nnc(-c3ccco3)o2)c(C)n1Cc1ccco1	-20%	-29%	-19%	-6%	46%[activator]	17%	-27%	22%	-6%
O=C(c1cc(C2CC2)nn1-c1ccccc1)N1CCN(Cc2c(F)cccc2Cl)CC1	-34%	9%	1%	-2%	1%	-1%	18%	102%[activator]	-3%
Cc1nc2nc(SCc3ccc([N+](=O)[O-])cc3)[nH]c2cc1Br	-10%	-1%	-1%	-6%	4%	34%[activator]	6%	0%	-8%
O=C(N/N=C/c1ccc(O)cc1)/C(=C/c1ccccc1)CCO	-7%	-7%	4%	18%	1%	18%	-25%[57.1 µM]	22%	4%
NC(=O)C1(C(N)=O)OC1c1ccccc1 (configuration not stated)	-9%	3%	0%	-4%	-4%	38%	24%	-10%	-7%
COc1ccc(S(=O)(=O)NCc2cccnc2)cc1NC(=O)c1ccc(C)cc1	-23%	-3%	0%	-14%	-5%	11%	9%	0%	-13%
CCCn1c(=O)c(C(=O)NCCc2ccc(Cl)cc2)c(O)c2ccccc21	92%[activator]	36%	1%	-1%	-1%	141%[activator]	16%	0%	1%
O=C(CO/N=C/c1cccc([N+](=O)[O-])c1)NC1CCCCCC1	-16%	-4%	4%	-2%	1%	21%	0%[57.1 µM]	-3%	7%
COc1ccc(CCC(=O)NCCS(=O)(=O)N2CCN(c3ccccc3)CC2)cc1	-2%	10%	8%	1%	4%	12%	-6%	10%	-4%
